# Mtb FBA inh: Mtb FBA enzyme inhibitors, primary screen, biochemical, fluorescence, strain H37Rv | Fructose-bisphosphate aldolase (Mycobacterium tuberculosis (strain ATCC 25618 / H37Rv)), … | purified M. tuberculosis FBA, fluorescence read-out | inhibition, % at 1 µM | 360,000 compounds, 2.3% hits | AID 588726, 2011; in the data active means inhibition above about 27%;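 further: 0% = vehicle and 100% = reference inhibitor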
# Target sequence (P9WQA3 whole entry, looked up): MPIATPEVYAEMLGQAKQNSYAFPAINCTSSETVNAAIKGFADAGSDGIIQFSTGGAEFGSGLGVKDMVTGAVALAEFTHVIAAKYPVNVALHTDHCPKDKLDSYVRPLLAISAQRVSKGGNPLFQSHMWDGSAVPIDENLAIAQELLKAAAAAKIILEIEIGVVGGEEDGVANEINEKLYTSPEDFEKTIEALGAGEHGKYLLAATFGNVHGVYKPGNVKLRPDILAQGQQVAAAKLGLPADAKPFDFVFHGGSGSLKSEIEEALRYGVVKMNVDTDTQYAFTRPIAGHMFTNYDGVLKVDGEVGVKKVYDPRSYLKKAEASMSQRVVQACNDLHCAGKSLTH
# BoNT-F LC inh: BoNT/F light chain protease inhibitors, primary screen, biochemical, flow cytometry, MLPCN library. 360,000 compounds, 0.22% hits. Botulinum neurotoxin type F light chain protease (Clostridium botulinum). Multiplex microsphere protease cleavage assay. inhibition, % at 10 µM. AID 588497, 2011; in the data active means inhibition above about 35%, passing the limit was not always enough; inconclusive means no clear call, values can overlap the other calls; further: plate controls were buffer without enzyme for full effect and enzyme alone for no effect
# Mtb BioA inh: M. tuberculosis BioA enzyme inhibitors, primary screen, biochemical, plate reader, single point, HTS | inhibition, % at 9.99 µM | purified M. tuberculosis BioA enzyme | 7,8-diaminopelargonic acid synthase BioA (Mycobacterium tuberculosis) | 360,000 compounds, 0.096% hits; in the data active means inhibition above about 40%; inconclusive means no clear call, values can overlap the other calls
# GDH-TPI counter: GDH-TPI coupling enzyme inhibitors, primary screen, artefact control for M. tuberculosis FBA inhibitor project, biochemical, absorbance, full deck; AID 588335, 2011; inhibition, % at 4.8 µM; 360,000 compounds, 1.2% hits; GDH-TPI coupled enzyme counterscreen, NADH absorbance;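 further: 0% = DMSO wells and 100% = wells lacking the enzyme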
# UGM FP inh: M. tuberculosis UGM enzyme inhibitors, primary screen, biochemical, fluorescence polarization, single point. UDP-galactopyranose mutase (Mycobacterium tuberculosis (strain ATCC 25618 / H37Rv)), …. purified UGM, fluorescence polarization probe displacement. inhibition, % at 10 µM. 320,000 compounds, 0.06% hits. AID 504406, 2011; in the data active means inhibition above about 10%, passing the limit was not always enough; inconclusive means no clear call, values can overlap the other calls
# DUSP3 inh: VHR1 phosphatase inhibitors, primary screen, biochemical, absorbance, uHTS; Dual specificity protein phosphatase 3 (Homo sapiens), P51452; recombinant VHR phosphatase, pNPP absorbance; inhibition, % at 13.3 µM; 290,000 compounds, 0.52% hits; in the data active means inhibition above about 50%; further: some compounds called inactive have numbers as strong as hits
# Target sequence (P51452 whole entry, looked up): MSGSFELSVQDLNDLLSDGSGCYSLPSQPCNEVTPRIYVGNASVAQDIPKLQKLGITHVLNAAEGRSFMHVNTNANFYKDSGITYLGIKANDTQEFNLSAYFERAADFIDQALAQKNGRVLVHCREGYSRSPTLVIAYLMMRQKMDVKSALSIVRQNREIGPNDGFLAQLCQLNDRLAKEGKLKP
# CCHF vOTU inh: CCHFV vOTU protease inhibitors, primary screen, biochemical, Pep-AMC substrate, fluorescence; Crimean-Congo hemorrhagic fever virus L polyprotein viral ovarian tumor (vOTU) protease …; inhibition, % at 11.5 µM; 370,000 compounds, 0.55% hits; AID 651958, 2012; further: 0% = vehicle wells with enzyme and 100% = no enzyme wells
# Rv3671c inh: Rv3671c serine protease inhibitors, primary screen, biochemical, fluorescence polarization, M. tuberculosis H37Rv. AID 2606, 2010. inhibition, % at 5.96 µM. 320,000 compounds, 0.048% hits; in the data active means inhibition above about 38%;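 further: extracellular domain of Rv3671c used as enzyme; 0% = enzyme with DMSO and 100% = no enzyme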
# Target sequence (P9WHR9 whole entry, looked up, the tested form may be a part): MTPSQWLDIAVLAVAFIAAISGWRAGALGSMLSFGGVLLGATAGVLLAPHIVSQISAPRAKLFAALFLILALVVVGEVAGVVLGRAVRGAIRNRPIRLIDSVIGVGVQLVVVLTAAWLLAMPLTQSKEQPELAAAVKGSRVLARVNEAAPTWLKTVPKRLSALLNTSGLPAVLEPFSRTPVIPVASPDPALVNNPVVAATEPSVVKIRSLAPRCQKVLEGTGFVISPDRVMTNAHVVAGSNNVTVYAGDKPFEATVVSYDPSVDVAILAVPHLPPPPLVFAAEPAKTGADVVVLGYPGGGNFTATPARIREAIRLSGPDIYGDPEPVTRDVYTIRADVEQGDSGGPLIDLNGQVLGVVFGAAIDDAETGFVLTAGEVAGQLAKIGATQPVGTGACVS
# MazF activator: activators of E. coli MazEF toxin-antitoxin RNase, primary screen, biochemical, fluorescence, uHTS; Endoribonuclease toxin MazF (Escherichia coli (strain K12)), P0AE70; 350,000 compounds, 0.32% hits; FAM/BHQ RNA-DNA oligo cleavage fluorescence, 5 h; activation, % at 20 µM; AID 504720, 2011; in the data active means activation above about 50%
# Target sequence (P0AE70 whole entry, looked up): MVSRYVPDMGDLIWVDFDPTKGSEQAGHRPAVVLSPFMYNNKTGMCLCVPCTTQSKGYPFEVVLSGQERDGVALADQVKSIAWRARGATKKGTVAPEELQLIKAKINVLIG
# FadD28 binding: inhibitors of FadD28 bisubstrate probe binding, primary screen, biochemical, fluorescence polarization, single point; Mycobacterium tuberculosis FadD28 fatty-acid-AMP ligase; inhibition, % at 12.5 µM; 360,000 compounds, 0.22% hits; in the data active means inhibition above about 8.5%, passing the limit was not always enough; inconclusive means no clear call, values can overlap the other calls
# The depositor's hits bear a star; ? = inconclusive; . = no result given. Unless noted, no stated cut-off is given here; in the data, active means inhibition above about 30%; inactive means the rest.
1) Cc1cccc(OCc2nnc(SCC(=O)O)n2-c2ccccc2)c1
2) O=C(NC1CCCCC1)C(=S)NCCc1ccccc1
3) CCN(C(=O)CSc1ncccn1)C1CCS(=O)(=O)C1 (stereo not given)
4) CSC1=NC(C)(C)C=C(/C=C/c2ccc(Cl)cc2)N1
5) CCOc1ccccc1OCCOCCOc1c(Cl)cccc1Cl
6) CC(C)C(=O)Nc1nnc(S(=O)(=O)N2CCc3ccccc32)s1
7) Cc1cccc(NC(=O)Nc2cccc(Oc3c(F)c(F)c(F)c(F)c3F)c2)c1
8) O=Nc1c(O)c2ccccc2c2ccccc12
compound no.,1,2,3,4,5,6,7,8
FadD28 binding,-3.6,-4.3,.,-0.6,0.6,0.6,-1.0,0.8
UGM FP inh,-1.3,0.8,2.0,-2.9,1.2,-2.8,-1.1,-0.8
MazF activator,3,-6,1,0,-6,-2,7,8
BoNT-F LC inh,?,-6,9,3,-8,-2,-4,-14
Rv3671c inh,8,3,-2,-2,2,6,-18,5
CCHF vOTU inh,5,5,-4,-1,6,4,1,0
Mtb BioA inh,-1.1,-1.3,-0.5,-2.2,.,-0.3,.,-0.1
GDH-TPI counter,-12,4,0,11,9,11,5,0
DUSP3 inh,-6,22,29,9,-5,-2,38,.
Mtb FBA inh,1,-4,0,2,2,2,-3,-4

9) COc1ccc(NC(=S)N(CCc2c(C)[nH]c3ccc(C)cc23)Cc2cccnc2)cc1
10) CC(C)Cc1nnc(NC(=O)CCC(=O)NC2CC2)s1
11) O=C(CSc1nnnn1-c1cccc2c1CCCC2)N1CCCCC1
12) NS(=O)(=O)c1ccc(CCNC(=O)c2cnc(Cl)c(Cl)c2)cc1
13) CC(C)[C@H](NC(=O)N1CC(=O)Nc2ccccc21)C(=O)N[C@H](C(=O)O)c1ccccc1
14) Cc1cc(C)c2c(=O)n3c(nc2c1)C(Cc1ccc(O)cc1)NC(=O)c1cccnc1-3 (stereo not given)
15) CCOC(=O)c1c(S(=O)(=O)N2c3ccccc3CC2C)c(C)n(C)c1C (stereo not given)
16) CCCOc1ccc(/C=C/C(=O)NC2CCCCC2)cc1
compound no.,9,10,11,12,13,14,15,16
FadD28 binding,-1.7,-2.1,0.1,.,-1.7,-1.8,-2.2,-3.7
UGM FP inh,0.5,-1.9,1.6,1.5,1.5,.,-1.6,-0.6
MazF activator,8,5,-6,6,-16,9,8,11
BoNT-F LC inh,-7,4,-15,1,-1,-3,4,-16
Rv3671c inh,5,2,1,1,-1,.,-3,4
CCHF vOTU inh,10,-3,10,-2,16,0,14,2
Mtb BioA inh,1.4,-1.1,-1.4,0.2,-1.6,3.2,-0.6,-2.4
GDH-TPI counter,0,-4,4,-2,-6,11,2,-4
DUSP3 inh,0,-10,22,14,-37,.,-4,-23
Mtb FBA inh,4,-2,-1,2,-4,0,2,-1

17) Cc1c(OCC(=O)NCCCN2CCOCC2)ccc2c3c(c(=O)oc12)CCCC3
18) CCCCn1c(N)c(N(CC(C)C)C(=O)COc2cc(C)ccc2Cl)c(=O)[nH]c1=O
19) S=C(NN=Cc1ccc2c(c1)OCO2)NN=Cc1ccc2c(c1)OCO2
20) O=C(NCc1cccs1)c1csc([C@H]2C[C@H](O)[C@@H](CO)O2)n1
21) O=C(O)c1ccc(Nc2cc(Cl)c3nonc3c2[N+](=O)[O-])cc1
22) CCN(CC)c1ccc(/C=N/NC(=O)Cc2ccc(OC)c(OC)c2)cc1
23) Cc1ccc(-c2nnc(Nc3ccc4c(c3)OCO4)c3ccccc23)cc1S(N)(=O)=O
24) CCC(c1nnc(SCC(=O)Nc2nnc(-c3ccccc3)o2)n1Cc1ccccc1)N(C)C (stereo not given)
compound no.,17,18,19,20,21,22,23,24
FadD28 binding,-3.1,-0.4,-1.2,-2.9,4.6,-2.9,-1.7,-1.7
UGM FP inh,1.4,.,.,.,1.2,-0.6,.,-0.9
MazF activator,10,-2,14,.,5,-2,6,0
BoNT-F LC inh,0,.,-18,1,-2,?,-1,-2
Rv3671c inh,9,.,.,.,2,0,0,1
CCHF vOTU inh,-22,-3,10,-6,22,-16,-8,-11
Mtb BioA inh,1.3,0.4,-2.0,-1.1,0.7,.,18,-1.1
GDH-TPI counter,-7,-8,62*,-2,8,46*,13,-4
DUSP3 inh,30,.,.,.,22,27,-13,35
Mtb FBA inh,21,1,1,-2,-17,26,0,0

# Ordered by molar mass (high to low): part of the list above.
24) CCC(c1nnc(SCC(=O)Nc2nnc(-c3ccccc3)o2)n1Cc1ccccc1)N(C)C (stereo not given)
17) Cc1c(OCC(=O)NCCCN2CCOCC2)ccc2c3c(c(=O)oc12)CCCC3
19) S=C(NN=Cc1ccc2c(c1)OCO2)NN=Cc1ccc2c(c1)OCO2
22) CCN(CC)c1ccc(/C=N/NC(=O)Cc2ccc(OC)c(OC)c2)cc1
21) O=C(O)c1ccc(Nc2cc(Cl)c3nonc3c2[N+](=O)[O-])cc1
16) CCCOc1ccc(/C=C/C(=O)NC2CCCCC2)cc1
compound no.,24,17,19,22,21,16
FadD28 binding,-1.7,-3.1,-1.2,-2.9,4.6,-3.7
UGM FP inh,-0.9,1.4,.,-0.6,1.2,-0.6
MazF activator,0,10,14,-2,5,11
BoNT-F LC inh,-2,0,-18,?,-2,-16
Rv3671c inh,1,9,.,0,2,4
CCHF vOTU inh,-11,-22,10,-16,22,2
Mtb BioA inh,-1.1,1.3,-2.0,.,0.7,-2.4
GDH-TPI counter,-4,-7,62*,46*,8,-4
DUSP3 inh,35,30,.,27,22,-23
Mtb FBA inh,0,21,1,26,-17,-1

# (continued)
25) Cc1ccc(NC(=O)c2ccc(Cl)c(N3C(=O)C=CC3=O)c2)cc1
26) CC1=C(C(=O)OCc2ccc3c(c2)OCO3)C(c2ccc(F)cc2)NC(=O)N1 (stereo not given)
27) C/C=C\C=C/C(=O)Nc1cccc(C2=NOC3(C2)C[C@H](C(N)=O)N(C(=O)Cc2ccc([N+](=O)[O-])cc2)C3)c1 (stereo not given in full)
28) CC(=O)c1cccc(NC(=O)c2c(F)c(F)c(F)c(F)c2F)c1
29) O=C(CNC(=O)/C(=C/c1ccccc1)NC(=O)c1ccc(Br)cc1)OCc1ccccc1
30) O=C(N1CCOCC1)N1CCCN(C(=O)N2CCOCC2)CC1
31) COC(=O)CC(N)c1ccc(Br)cc1 (stereo not given)
32) CCS(=O)(=O)N1CCN(c2ccccc2F)CC1
compound no.,25,26,27,28,29,30,31,32
FadD28 binding,0.6,-1.5,-3.9,-0.3,-3.4,-0.9,-1.6,-2.0
UGM FP inh,-0.5,-0.2,0.0,1.2,1.3,0.8,0.7,-0.2
MazF activator,2,6,-2,1,-4,6,-23,4
BoNT-F LC inh,-4,-12,5,-6,-3,-50,3,2
Rv3671c inh,-42,8,-6,-10,-16,-7,-4,4
CCHF vOTU inh,7,21,3,1,-1,1,7,-8
Mtb BioA inh,.,2.6,-1.3,0.1,.,-1.2,-1.8,2.5
GDH-TPI counter,1,1,3,6,-8,1,1,-3
DUSP3 inh,22,40,7,-13,13,-8,18,0
Mtb FBA inh,2,0,0,-3,-3,0,0,1

33) COc1ccc(-n2c(CNc3ccc(C)cc3)nnc2SCC(=O)Nc2nc(-c3ccccc3)cs2)cc1
34) Cc1ccccc1S(=O)(=O)Cc1ccc(C(=O)NCCCN2CCCC2)o1
35) O=C(O)CCCC(=O)N1CC(=O)Nc2ccccc21
36) S=C(NCCN1CCOCC1)Nc1cccc2ccccc12
37) CCC1CCCCN1C(=O)c1ccc(OC)c(OC2CCN(C(C)C)CC2)c1 (stereo not given)
38) O=C(CSCc1c(F)cccc1Cl)NNC(=S)NC1CCCCC1
39) COc1cccc(N2CC(NS(=O)(=O)c3cccnc3)CC2=O)c1 (stereo not given)
40) O=C(CNS(=O)(=O)c1c(Cl)cccc1Cl)OCC(=O)N1CCN(c2ccccc2)CC1
compound no.,33,34,35,36,37,38,39,40
FadD28 binding,0.7,-3.1,-3.1,-2.7,1.4,-0.4,-1.3,-1.7
UGM FP inh,0.3,0.6,2.0,0.9,4.9,3.3,-1.0,-0.4
MazF activator,-9,6,-1,6,1,-4,0,1
BoNT-F LC inh,-1,-14,-3,-4,0,-1,.,-4
Rv3671c inh,-5,6,-3,3,6,-2,-3,-2
CCHF vOTU inh,0,7,-2,2,14,20,-14,-14
Mtb BioA inh,-1.4,-3.5,-0.9,-1.3,-1.2,0.2,-1.4,0.3
GDH-TPI counter,8,-4,-2,0,10,3,2,-4
DUSP3 inh,20,84,44,0,38,-2,.,4
Mtb FBA inh,0,1,5,0,2,2,1,2

41) Cc1cccc(-c2cc3nc(C)c(C)c(NCCCn4ccnc4)n3n2)c1
42) O=C1CCN(C(=O)Cc2ccccc2[N+](=O)[O-])CC1
43) Cc1nc2sc(C(c3cccc(F)c3)N3CCCCC3)c(O)n2n1 (stereo not given)
44) C=C[C@@H]1c2cccc(C)c2N(S(=O)(=O)c2ccc(C)cc2)[C@H](c2ccc(OC(C)=O)cc2)C1(C#N)C#N
45) O=C(C[C@H]1C/C=C\C[C@@H](NC(=O)OCC2c3ccccc3-c3ccccc32)C(=O)O[C@@H](c2ccccc2)CNC1=O)N[C@H](CO)Cc1ccccc1
46) O=C(O)c1ccccc1-n1cnnn1
47) Cc1ccc(S(=O)(=O)NC(=O)Nc2cccc(S(=O)(=O)N(C)C)c2)cc1
48) CCCCCCCNC(=O)C1(CC2CC(c3ccc(Cl)cc3)=NO2)CCN(C(=O)CCCCCBr)CC1 (stereo not given)
compound no.,41,42,43,44,45,46,47,48
FadD28 binding,-1.0,-1.1,-1.6,-1.3,-4.3,-0.9,-0.2,-1.9
UGM FP inh,3.3,1.0,-1.2,-1.0,0.3,4.3,-2.7,-0.9
MazF activator,8,-1,7,-18,-4,11,0,4
BoNT-F LC inh,-2,-3,19,5,-18,-8,6,-22
Rv3671c inh,9,10,2,-39,-16,3,10,-3
CCHF vOTU inh,-6,-4,11,14,10,2,7,10
Mtb BioA inh,-0.1,.,3.2,1.6,-0.3,0.8,-0.7,0.6
GDH-TPI counter,16,5,6,6,3,5,-2,4
DUSP3 inh,-8,29,-2,.,.,-10,.,20
Mtb FBA inh,4,4,3,1,0,-1,-2,2

49) COc1ccc(Cl)cc1NC(=O)C12CCC(C)(C(=O)O1)C2(C)C (stereo not given)
50) O=C(O)c1cccc(C(=O)O)c1
51) Cc1onc(-c2ccccc2Cl)c1C(=O)NCc1ccccc1F
52) O=C(NCc1ccc(N2CCCC2=O)cc1)Nc1cccc(Cl)c1
53) CS(=O)(=O)N(CCc1ccccc1)CC(=O)N1CCCCC1
54) O=C(O)c1ccc(/C=N/N2CCN(Cc3ccccc3)CC2)cc1
compound no.,49,50,51,52,53,54
FadD28 binding,-0.2,1.6,-3.4,-1.8,-0.5,-2.5
UGM FP inh,-0.6,1.5,-3.5,-1.2,3.3,-0.5
MazF activator,-9,-4,-1,8,-19,5
BoNT-F LC inh,-8,-6,4,2,7,-12
Rv3671c inh,0,4,1,-7,-20,-13
CCHF vOTU inh,9,1,10,2,-1,3
Mtb BioA inh,.,-0.2,-0.5,-0.3,-0.9,0.0
GDH-TPI counter,8,-9,5,7,6,4
DUSP3 inh,9,16,19,-1,1,-2
Mtb FBA inh,-3,5,-2,0,3,-2

# Bioassay records as filed in PubChem.
